Eya2 inh = blocks the phosphatase activity of human Eya2; O00167; recombinant Eya2, OMFP fluorescence dephosphorylation (OMFP is methylfluorescein phosphate); Potency, µM (doses to about 76.9 µM), for the others: at the highest dose activity, negative = inhibition, hits mostly inhibitors; 330,000 tested, 0.006% active; further: potency means the concentration at half of the fitted maximal effect; on the % scale 0 is the no-effect control and ±100 the full control effect
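Eya2 protein (added as 0.2 uM solution) was preincubated with compound for 10 min at ambient temperature in 50 mM HEPES pH 7.5, 50 mM NaCl, 5 uM MgCl2, 0.05% BSA, 1 mM DTT. OMFP (added at 50 uM) then reacted 10 min; fluorescence read at 485/525 nm.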
ASM inhibitor = human S-ASM enzyme inhibition | placental ASM, HMU-PC fluorogenic substrate, 60 min | Potency, µM (doses to about 57.5 µM), inactives show top-dose activity change, negative = inhibition, hits mostly inhibitors | 340,000 tested, 0.006% active; further: potency means the concentration at half of the fitted maximal effect
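qHTS format. ASM enzyme prepared from human placenta hydrolyses the fluorogenic substrate HMU-PC0 (9 uM final) over 60 min at 37 °C after a 10 min compound preincubation.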
USP2a inh = USP2a (human) protease inhibition; USP2 core, Ub-CHOP2 coupled fluorogenic reporter, 485/531; Potency, µM (doses to about 38.3 µM), inactives show at the highest dose activity change, negative = inhibition, most hits filed as inhibitors; 330,000 tested, 0.01% active;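 further: potency means the concentration at half of the fitted maximal effect; plate controls were DMSO wells for no effect and full inhibition by NEM control for full effect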
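USP2 core (10nM final) preincubated 30min RT with compound in 20mM Tris-HCl pH 8.0, 2mM CaCl2, 2mM beta-mercaptoethanol, 0.05% CHAPS; 25nM Ub-CHOP2 plus 25nM reporter substrate added, fluorescence (Ex485/Em531) read after 60min.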
Menin-MLL TR inh = displaces Texas Red mutant MLL peptide from human menin; O00255; Menin + Texas Red MLL mutant peptide, fluorescence polarization; Potency, µM (top dose mostly 61.6 µM), inactives show at the top dose FP activity change, negative = inhibition, usual class: inhibitors; 270,000 tested, 0.23% active; active means well fitted inhibition curve with a large enough effect in the polarisation, with a control signal flat, not every such curve was filed as active; inconclusive means small, poorly fitted or top-dose-only effect, or effect the other way, or a change in a side signal; inactive means no such curve, though single readings can be large or run the other way; the % refers to the polarisation; further: potency means the concentration at half of the fitted maximal effect; % of control where 0% means no effect; many of its hits are not listed in these tables
KCNH2 WT inh = KCNH2 (human, wildtype) channel inhibition; activity change, % at 1.84 µM; U2OS, BacMam KCNH2, thallium flux FluxOr; stronger effect = lower value; Q12809; 340,000 tested, 0.37% active; AID 720551;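 active means maximum activity change below -70%; inconclusive means maximum activity change between -70% and -50%; inactive means maximum activity change above -50%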; further: on the % scale 0 is the no-effect control and ±100 the full control effect
Target sequence (Q12809 whole entry, looked up): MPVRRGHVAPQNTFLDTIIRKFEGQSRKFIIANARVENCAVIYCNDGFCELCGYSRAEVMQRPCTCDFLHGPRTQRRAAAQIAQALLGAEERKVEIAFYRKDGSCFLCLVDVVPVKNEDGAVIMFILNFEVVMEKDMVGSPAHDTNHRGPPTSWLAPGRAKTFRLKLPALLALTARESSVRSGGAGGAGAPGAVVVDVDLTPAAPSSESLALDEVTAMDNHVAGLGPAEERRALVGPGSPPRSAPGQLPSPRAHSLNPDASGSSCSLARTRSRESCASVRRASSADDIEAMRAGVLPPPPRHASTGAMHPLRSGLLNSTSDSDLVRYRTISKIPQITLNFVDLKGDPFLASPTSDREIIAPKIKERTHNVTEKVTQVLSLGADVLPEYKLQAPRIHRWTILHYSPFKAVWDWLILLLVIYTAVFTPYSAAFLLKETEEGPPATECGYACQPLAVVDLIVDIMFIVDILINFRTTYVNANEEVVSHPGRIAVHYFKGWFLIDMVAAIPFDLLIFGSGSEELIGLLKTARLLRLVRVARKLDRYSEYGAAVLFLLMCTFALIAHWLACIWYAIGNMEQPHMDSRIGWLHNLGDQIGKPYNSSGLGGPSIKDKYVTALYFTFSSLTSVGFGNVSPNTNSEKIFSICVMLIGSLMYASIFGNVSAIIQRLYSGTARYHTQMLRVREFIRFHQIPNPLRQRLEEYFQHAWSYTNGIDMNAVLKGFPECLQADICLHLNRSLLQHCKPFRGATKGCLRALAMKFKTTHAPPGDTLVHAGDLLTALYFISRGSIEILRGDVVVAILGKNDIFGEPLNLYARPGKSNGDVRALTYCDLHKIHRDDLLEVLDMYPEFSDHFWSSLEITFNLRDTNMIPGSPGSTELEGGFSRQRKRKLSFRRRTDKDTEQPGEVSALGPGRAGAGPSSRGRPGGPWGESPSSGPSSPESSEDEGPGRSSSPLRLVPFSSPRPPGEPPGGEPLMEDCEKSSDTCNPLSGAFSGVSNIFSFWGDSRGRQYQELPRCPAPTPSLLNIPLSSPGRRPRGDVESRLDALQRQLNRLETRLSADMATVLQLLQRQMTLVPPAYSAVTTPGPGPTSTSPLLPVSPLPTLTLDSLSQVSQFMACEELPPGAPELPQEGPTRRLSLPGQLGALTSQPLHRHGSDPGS
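U2OS cells transduced with wild-type KCNH2 virus are loaded with FluxOr dye for 45 min, and thallium flux is measured in kinetic reads before and after stimulation buffer. Rate constants are normalized to DMSO controls.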
Chronic BCR inh = inhibitors of chronic active B-cell receptor signaling | ABC-DLBCL IkBa-CBG/CBR reporter, luminescence ratio, 4 h | Potency, µM (doses to about 46.1 µM), without a hit: at the top dose ratio change, negative = lower green/red ratio, hits mostly inhibitors | 340,000 tested, 0.05% active | AID 493014; active means well fitted inhibition curve with a large enough effect in the signal ratio, with a control signal flat, not every such curve was filed as active; inconclusive means small, poorly fitted or top-dose-only effect, or effect the other way, or a change in a side signal; the % refers to the signal ratio;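 further: potency means the concentration at half of the fitted maximal effect; plate controls were basal doxycycline-induced cells for no effect and cells given 10 µM MG132 for full effect; MG132 reads +100%, hits lower the ratio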
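TMD8 ABC-DLBCL cells carrying doxycycline-inducible green luciferase fused to IkappaBalpha plus unfused red luciferase were exposed to compounds (up to 46 uM) for 4 hrs at 37C. Activity came from the overlap-corrected green/red luminescence ratio.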
GALK inhibitor = blocks human galactokinase activity; Purified GALK, Kinase-Glo residual ATP luminescence; 270,000 tested, 0.007% active; Potency, µM (doses to about 57.5 µM), for the others: at the highest dose activity change, negative = inhibition, usual class: inhibitors; P51570; further: potency means the concentration at half of the fitted maximal effect; on the % scale 0 is the no-effect control and ±100 the full control effect
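Compounds were pin-transferred into ATP buffer (35 uM final), then GALK plus galactose (5 nM, 100 uM final) was added. After 1 h at room temperature, Kinase-Glo Plus was added and luminescence read after 10 min.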
MBNL1 CUG block = inhibitors of human MBNL1 binding to CUG repeat RNA. Q9NR56. TR-FRET MBNL1-His/biotin-(CUG)12 binding, 665/545 ratio. Potency, µM (doses to about 57.5 µM), for inactives: at the highest dose activity change, negative = inhibition, usual class: inhibitors. 280,000 tested, 0.036% active. AID 2675; active means well fitted inhibition curve with a large enough effect in the signal ratio, with a control signal flat, not every such curve was filed as active; inconclusive means small, poorly fitted or top-dose-only effect, or effect the other way, or a change in a side signal; inactive means no such curve, though single readings can be large or run the other way; the % refers to the signal ratio; further: potency means the concentration at half of the fitted maximal effect; on the % scale 0 is the no-effect control and ±100 the full control effect
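TR-FRET readout: Ex 340 nm, 665/545 nm emission ratio, normalized to buffer-only (basal) and MBNL1-(CUG)12 controls. Complex of MBNL1-His with Biotin-(CUG)12, compounds 92 nM–58 uM, incubated 60 min at room temperature.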
PKM2 act = activators of human pyruvate kinase M2. purified PKM2, Kinase-Glo ATP luminescence, activation; response scale: 0% is enzyme alone, no compound. Potency, µM (series often up to 57.5 µM), without a hit: at the highest dose activation, actives largely listed as activators. 260,000 tested, 0.34% active. AID 1631; further: potency means the concentration at half of the fitted maximal effect; on the % scale 0 is the no-effect control and ±100 the full control effect; nearly all actives have a fitted effect of over 55% in size
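Purified hPK-M2 (>95% pure) converted ADP (0.1 mM final) to ATP with 0.5 mM PEP in 50 mM imidazole pH7.2, KCl, MgCl2, Tween 20, BSA; 1 h at room temperature. ATP detected by Kinase-Glo luminescence.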
TSHR antagonist = human thyrotropin receptor antagonism. P16473. TSHR-expressing cells, TSH-stimulated cAMP HTRF, 2 h; stronger effect = lower value. activity change, negative = inhibition, % at 11.5 µM. 330,000 tested, 0.2% active;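 active means activity change below a set negative limit, meaning inhibition stronger than a set level, cut at about -70% in these data; inconclusive means activity change between two set negative limits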; further: on the % scale 0 is the no-effect control and ±100 the full control effect
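Inhibition of cAMP made by TSHR-expressing cells under TSH stimulation (4nM final, EC80; 2 h, 37 deg C) is quantified with a one-step lysis HTRF kit, anti-cAMP cryptate versus cAMP-d2.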
Mito fusion yeast = inhibitors of mitochondrial division or activators of mitochondrial fusion; S. cerevisiae fusion-defective mutant growth rescue, CellTiterGlo 48 h; Potency, µM (highest dose often 46.1 µM), without a hit: at the highest dose growth rescue (activation), hits mostly activators; 320,000 tested, 0.23% active; AID 485298;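 further: potency means the concentration at half of the fitted maximal effect; % of control where 0% means no effect; nearly all actives have a fitted effect of over 45% in size; temperature-sensitive fusion mutants such as fzo1-1 at 37 °C on non-fermentable ethanol glycerol medium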
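Yeast fusion mutant, YPEG (non-fermentable carbon), compound, 48 h at 37C non-permissive; CellTiterGlo added, 10 min RT, luminescence read. Rescued growth = division inhibition.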
Starred values were filed as active, the others as inactive; [ ] = remark or other dose. Unless noted, the call rests on the fitted dose curve; in most records, active means well fitted curve in the direction sought with a large enough effect; inconclusive means small, poorly fitted or top-dose-only effect, or another doubt; inactive means no such curve, though single readings can be large; an effect the other way counts as inactive or inconclusive. These rows are one share of the data; count on the stated rates, not on these rows.

O=C(O)/C=C\c1ccccc1Oc1cccc(Cl)c1 was read as Eya2 inh -2%, ASM inhibitor 1%, USP2a inh -3%, Menin-MLL TR inh -8%, KCNH2 WT inh 11, Chronic BCR inh 14%, GALK inhibitor 2%, MBNL1 CUG block -2%, PKM2 act 11%, TSHR antagonist -7 and Mito fusion yeast inconclusive.
`CN(Cc1ccccn1)C(=O)CC1C(=O)NCCN1Cc1cccc(Oc2ccccc2)c1` (configuration not stated) gave Eya2 inh 3%, ASM inhibitor 9%, USP2a inh 0%, Menin-MLL TR inh inconclusive, KCNH2 WT inh 2, Chronic BCR inh 0%, GALK inhibitor 3%, MBNL1 CUG block 1%, PKM2 act 1%, TSHR antagonist 3 and Mito fusion yeast 1%.
For Cc1cc2c(cc1S(=O)(=O)NCc1ccc(Cl)cc1)OCC(=O)N2 the results were Eya2 inh 2%, ASM inhibitor -2%, USP2a inh 2%, Menin-MLL TR inh 16%, KCNH2 WT inh 3, Chronic BCR inh 4%, MBNL1 CUG block 7%, PKM2 act 10%, TSHR antagonist 32 and Mito fusion yeast 1%.
For COC(=O)C1CCN(S(=O)(=O)CCNC(=O)c2cccc(OC)c2)CC1 the results were Eya2 inh 5%, ASM inhibitor -2%, USP2a inh 0%, KCNH2 WT inh -1, Chronic BCR inh inconclusive, TSHR antagonist 10 and Mito fusion yeast 4%.
`CC(C)OC(=O)c1nnn(-c2nonc2N)c1CN1CCc2ccccc2C1` gave Eya2 inh 1%, ASM inhibitor -1%, USP2a inh -2%, KCNH2 WT inh 4, Chronic BCR inh -5%, GALK inhibitor 0%, MBNL1 CUG block 5%, PKM2 act 0%, TSHR antagonist 14 and Mito fusion yeast 14%.
`COc1cc2cnc(-c3ccccc3)c(C(=O)c3ccc(F)cc3)c2cc1OC` gave Eya2 inh -7%, ASM inhibitor -25%, USP2a inh -1%, KCNH2 WT inh -24, Chronic BCR inh inconclusive, TSHR antagonist 2 and Mito fusion yeast -50%[inhibitor].
For NS(=O)(=O)c1ccc(-n2cccc2C=O)cc1 the results were Eya2 inh 17%, ASM inhibitor 0%, USP2a inh -6%, Menin-MLL TR inh -1%, KCNH2 WT inh 1, Chronic BCR inh 6%, GALK inhibitor 14%, MBNL1 CUG block 3%, PKM2 act -3%, TSHR antagonist 2 and Mito fusion yeast 0%.
Screening CCOc1ccc(NC(=S)NCCCn2ccnc2)cc1 returned Eya2 inh 3%, ASM inhibitor 4%, USP2a inh 3%, Menin-MLL TR inh 21%, KCNH2 WT inh 7, Chronic BCR inh 5%, GALK inhibitor 2%, PKM2 act -1%, TSHR antagonist 8 and Mito fusion yeast -6%.
For Nc1ncc(-n2cncn2)c(-c2ccccc2)n1 the results were Eya2 inh 2%, ASM inhibitor 1%, USP2a inh 1%, Menin-MLL TR inh 6%, KCNH2 WT inh -2, Chronic BCR inh inconclusive, GALK inhibitor 1%, MBNL1 CUG block -2%, PKM2 act 0%, TSHR antagonist 4 and Mito fusion yeast 6%.
O=C(NCc1ccccc1Cl)c1cnc2ccccc2n1 was read as Eya2 inh -11%, ASM inhibitor -1%, USP2a inh -1%, Menin-MLL TR inh 9%, KCNH2 WT inh 5, Chronic BCR inh inconclusive, GALK inhibitor 6%, MBNL1 CUG block inconclusive, PKM2 act -1%, TSHR antagonist -6 and Mito fusion yeast 12%.
For O=C(O)CCN1C(=O)/C(=C\c2cccc(OCC(=O)Nc3ccc(Cl)cc3)c2)SC1=S the results were Eya2 inh 0%, ASM inhibitor inconclusive, USP2a inh -2%, KCNH2 WT inh -8, Chronic BCR inh inconclusive, GALK inhibitor -2%, MBNL1 CUG block 3%, PKM2 act -1%, TSHR antagonist 0 and Mito fusion yeast 10%.
Screening COc1cc(CCC(=O)Nc2ncc(C)s2)cc(OC)c1OC returned Eya2 inh 8%, ASM inhibitor 1%, USP2a inh 1%, Menin-MLL TR inh -8%, KCNH2 WT inh -2, Chronic BCR inh inconclusive, GALK inhibitor 0%, MBNL1 CUG block -6%, PKM2 act -6%, TSHR antagonist -17 and Mito fusion yeast 3%.
O=C(Nc1ccc(C(=O)N2CCCCC2)cc1)c1cccs1 was read as Eya2 inh -6%, ASM inhibitor -3%, USP2a inh -1%, Menin-MLL TR inh -8%, KCNH2 WT inh -7, Chronic BCR inh 7%, GALK inhibitor 12%, MBNL1 CUG block 0%, PKM2 act -25%, TSHR antagonist -5 and Mito fusion yeast -13%.
Screening COc1ccc(OCC(=O)Nc2ccc3c(c2)nc2n3CCSC2)cc1 returned Eya2 inh -8%, ASM inhibitor 5%, USP2a inh -2%, Menin-MLL TR inh 1%, KCNH2 WT inh -2, Chronic BCR inh 0%, GALK inhibitor 2%, MBNL1 CUG block -6%, PKM2 act 1%, TSHR antagonist -7 and Mito fusion yeast 5%.
O=C1c2ccncc2C(=O)N1Cc1cccc(Cl)c1 was read as Eya2 inh -7%, ASM inhibitor 2%, USP2a inh -3%, Menin-MLL TR inh inconclusive, KCNH2 WT inh -4, Chronic BCR inh 4%, GALK inhibitor 1%, MBNL1 CUG block inconclusive, PKM2 act 5%, TSHR antagonist 25 and Mito fusion yeast -3%.
For COc1ccccc1N1CCN(C(CNC(=O)c2ccc3c(c2)OCO3)c2cccnc2)CC1 (configuration not stated) the results were Eya2 inh -1%, ASM inhibitor 1%, USP2a inh 2%, Menin-MLL TR inh 7%, KCNH2 WT inh 3, Chronic BCR inh 4%, GALK inhibitor 5%, MBNL1 CUG block -9%, PKM2 act -4%, TSHR antagonist -33 and Mito fusion yeast 3%.
For CC1Cc2ccccc2N1C(=O)CSc1nnc(-c2ccc(S(=O)(=O)N3CCCC3)cc2)n1C (configuration not stated) the results were Eya2 inh -2%, ASM inhibitor -4%, USP2a inh 2%, Menin-MLL TR inh -3%, KCNH2 WT inh -4, Chronic BCR inh 0%, MBNL1 CUG block 4%, PKM2 act 7%, TSHR antagonist 3 and Mito fusion yeast -2%.
`CCCOC(=O)C1C2C=C[C@]3(CN(CCc4ccccc4)C(=O)[C@H]13)O2` (some centres not stated) gave Eya2 inh -6%, ASM inhibitor -6%, USP2a inh 2%, Menin-MLL TR inh -7%, KCNH2 WT inh -2, Chronic BCR inh inconclusive, GALK inhibitor 6%, MBNL1 CUG block 5%, PKM2 act 3%, TSHR antagonist -4 and Mito fusion yeast 0%.
Screening COc1cccc(C(=O)O/N=C(\C)c2cnccn2)c1 returned Eya2 inh -5%, ASM inhibitor 4%, USP2a inh -1%, Menin-MLL TR inh 3%, KCNH2 WT inh -4, Chronic BCR inh inconclusive, GALK inhibitor 8%, MBNL1 CUG block 17%, PKM2 act -23%, TSHR antagonist -11 and Mito fusion yeast 2%.
For O=C(Nc1ccon1)c1sc2ccccc2c1Cl the results were Eya2 inh 3%, ASM inhibitor -1%, USP2a inh 9%, Menin-MLL TR inh 0%, KCNH2 WT inh -1, Chronic BCR inh 6%, GALK inhibitor 2%, MBNL1 CUG block 40%[activator], PKM2 act -6%, TSHR antagonist -5 and Mito fusion yeast 0%.
For Cc1cccc2cc(COC(=O)C(C)(C)C)c(=O)[nH]c12 the results were Eya2 inh 16%, ASM inhibitor -2%, USP2a inh 0%, Menin-MLL TR inh -19%, KCNH2 WT inh -3, Chronic BCR inh -4%, GALK inhibitor -4%, MBNL1 CUG block -4%, PKM2 act 16%, TSHR antagonist -8 and Mito fusion yeast 3%.
`CCC(CC)COC(=O)C1=C(C)NC(=O)NC1c1ccc([N+](=O)[O-])cc1` (configuration not stated) gave Eya2 inh -6%, ASM inhibitor -6%, USP2a inh -1%, Menin-MLL TR inh -1%, KCNH2 WT inh -21, Chronic BCR inh -8%, GALK inhibitor 4%, MBNL1 CUG block 9%, PKM2 act -23%, TSHR antagonist -4 and Mito fusion yeast 4%.
CC(OC(=O)C1=COCCO1)C(=O)c1ccc(Br)cc1 (configuration not stated) was read as Eya2 inh -17%, ASM inhibitor 1%, USP2a inh 0%, KCNH2 WT inh -4, Chronic BCR inh 3% and TSHR antagonist -3.

Assay outcomes (PubChem BioAssay)
